# IDE act: boosts human insulin-degrading enzyme activity in HEK cells; P14735; FAbeta-B cleavage, fluorescence polarization; 0% vehicle, 100% cell-free pure enzyme wells; activation, % at 5.96 µM; actives 0.073% (n = 340,000);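 active = activation above the mean of all tested compounds plus 3 SD, set per screening campaign, cut at about 17% in these data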
# DNA FID counter: displaces DNA intercalator in HCV helicase counter-screen | DNA fluorescent intercalator displacement, fluorescence | inhibition, % at 7.9 µM | actives 0.17% (n = 290,000); in the data active = inhibition above about 37%;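 note: 0% = vehicle and 100% = reference compound; higher means more ethidium bromide displaced from hairpin DNA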
# NS3 helicase inh: blocks Hepatitis C virus NS3 helicase unwinding. NS3 helicase DNA unwinding, Cy5 molecular beacon fluorescence. inhibition, % at 10.9 µM. actives 0.56% (n = 290,000);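 active = inhibition above the mean of all tested compounds plus 3 SD, set per campaign, cut at about 35% in these data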;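 note: 0% = DMSO wells and 100% = thioflavine S control wells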
#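 test system = hepatitis C virus NS3 helicase domain fragment enzyme | reagent = annealed dual-labelled DNA beacon duplex, ATP-started | times = 1 h at 25 °C | detection = Cy5 fluorescence, 0 and 60 min reads | read-out basis = percent inhibition from t60/t0 fluorescence ratio | control set = DMSO and thioflavine S | replication = one well per compound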
# p-CIP stab down: p/CIP protein destabilization; actives 0.01% (n = 290,000); F442A p/CIP-EGFP cells, EGFP fluorescence, 16 h; AID 1984; Q05BA5; decrease of EGFP signal, % at 10 µM;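 active = EGFP signal decrease of at least 30% at 10 µM or well 3 SD below plate mean, unless failing retest; inactive = the rest, including hits failing retest or dose response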; note: some compounds called inactive have numbers as strong as hits; many of its hits are not listed in these tables
# SUMO HTRF inh: SUMOylation inhibition; P63279; inhibition, % at 35 µM; actives 0.36% (n = 290,000); HTRF SUMOylation assay, SAE1/SAE2 + UBC9, in vitro; in the data active = inhibition above about 50%, passing the limit was not always enough; inconclusive = no clear call, values can overlap the other calls; note: strong numbers were not always called active
# Target sequence (P63279 whole entry, looked up): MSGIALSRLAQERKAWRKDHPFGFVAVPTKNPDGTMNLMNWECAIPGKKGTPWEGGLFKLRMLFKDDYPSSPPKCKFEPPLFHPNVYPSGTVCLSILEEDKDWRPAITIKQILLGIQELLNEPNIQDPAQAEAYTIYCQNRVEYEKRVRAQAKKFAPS
# PHOSPHO1 block: PHOSPHO1 (human) inhibition; recombinant PHOSPHO1, absorbance phosphatase assay; inhibition, % at 13.3 µM; actives 1.1% (n = 290,000); in the data active = inhibition above about 60%
# Target sequence (Q8TCT1 whole entry, looked up): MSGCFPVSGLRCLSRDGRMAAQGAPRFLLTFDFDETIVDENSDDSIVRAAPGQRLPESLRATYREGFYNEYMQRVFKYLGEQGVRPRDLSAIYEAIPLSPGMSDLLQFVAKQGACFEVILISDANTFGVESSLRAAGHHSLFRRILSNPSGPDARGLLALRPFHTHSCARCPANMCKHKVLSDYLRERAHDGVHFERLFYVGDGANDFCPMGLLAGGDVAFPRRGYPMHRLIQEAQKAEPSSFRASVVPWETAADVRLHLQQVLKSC
# IMP-1 inh: inhibitors of Pseudomonas aeruginosa IMP-1 metallo-beta-lactamase | purified IMP-1, nitrocefin hydrolysis, epi-absorbance fluorescence | inhibition, % at 5.6 µM | actives 0.45% (n = 290,000) | AID 1556;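 active = inhibition above the mean plus 3 SD of all compounds in the same screening run, cut at about 4.5% in these data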;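 note: 0% = IMP-1 with DMSO and 100% = DMSO wells lacking enzyme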
#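 assay system = purified recombinant IMP-1 metallo-beta-lactamase enzyme | schedule = 15 min preincubation plus 25 min reaction at 25 °C | signal = Epi-absorbance fluorescence, 480 nm excitation, 530 nm emission | read-out basis = percent inhibition from optical density relative to buffer-blank wells | controls = IMP-1 with DMSO as 0%, enzyme-free DMSO as 100%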
# MEKK3 PB1 HTS: MEKK3-MEK5 PB1 interaction, increase or decrease | binding response (% of control), % at 10 µM | actives 1.4% (n = 290,000) | Q99759 | AID 1529 | bead-based flow cytometry, Alexa488-MEK5 binding to MEKK3; actives lie on both sides; 0 = blocked by unlabeled MEK5, 100 = vehicle;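 active = binding response more than 3 SD above or below the average of its plate-row segment, actives on both sides; inconclusive = wells at one plate position flagged as instrument error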;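 note: Alexa488 bead fluorescence after subtracting the streptavidin-only scavenger bead signal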
# Target sequence (Q99759 whole entry, looked up): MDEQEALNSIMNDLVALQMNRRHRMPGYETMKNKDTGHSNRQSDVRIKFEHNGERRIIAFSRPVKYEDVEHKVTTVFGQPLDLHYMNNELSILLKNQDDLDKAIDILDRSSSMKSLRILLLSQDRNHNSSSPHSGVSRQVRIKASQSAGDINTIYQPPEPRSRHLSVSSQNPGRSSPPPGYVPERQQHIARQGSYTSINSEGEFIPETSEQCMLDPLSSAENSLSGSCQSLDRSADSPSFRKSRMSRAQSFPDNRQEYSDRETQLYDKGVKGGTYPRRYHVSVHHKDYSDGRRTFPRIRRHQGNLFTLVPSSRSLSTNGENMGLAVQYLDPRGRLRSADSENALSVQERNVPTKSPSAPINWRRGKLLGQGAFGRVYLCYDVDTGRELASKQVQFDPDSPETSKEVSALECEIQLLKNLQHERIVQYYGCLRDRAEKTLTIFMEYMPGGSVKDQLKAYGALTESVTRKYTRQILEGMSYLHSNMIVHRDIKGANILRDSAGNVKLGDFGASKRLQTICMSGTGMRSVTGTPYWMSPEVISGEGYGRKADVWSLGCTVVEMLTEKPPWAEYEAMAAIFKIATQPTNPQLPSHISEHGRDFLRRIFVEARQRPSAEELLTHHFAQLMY
# VIM-2 inh: blocks Pseudomonas aeruginosa VIM-2 metallo-beta-lactamase; purified VIM-2, nitrocefin hydrolysis, epi-absorbance fluorescence; inhibition, % at 5.6 µM; actives 0.89% (n = 290,000);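 active = inhibition above the mean of all tested compounds plus 3 SD, cutoff set per screening run, cut at about 7.5% in these data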;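 note: red hydrolysis product quenches plate fluorescence so inhibitors raise well fluorescence; 0% = enzyme with DMSO and 100% = DMSO without enzyme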
# * hit, by the source's call; ? = inconclusive; nt = not tested or not shown. An excerpt. The share of hits here may be higher or lower than overall.
canonical_smiles,PHOSPHO1 block,VIM-2 inh,MEKK3 PB1 HTS,IMP-1 inh,IDE act,p-CIP stab down,DNA FID counter,NS3 helicase inh,SUMO HTRF inh
COC(=O)COc1ccsc1C(=O)OC,24,0.0,93,-0.8,10,-8,-1,4,19
CCn1cc(C(=O)NC2CCC(C)CC2)c(=O)c2cc(S(=O)(=O)N3CCCCC3)ccc21 (configuration not stated),-9,0.1,101,-1.6,nt,1,-3,-7,-30
Cc1cc(O)c(C(=O)/C=C/c2ccccc2Br)c(=O)o1,30,-0.9,105,-2.1,2,-9,-33,48*,10
O=C(CN1CCN(Cc2ccc3c(c2)OCO3)CC1)Nc1ccc(N2CCOCC2)cc1,5,-1.1,98,-2.5,0,8,-14,0,8
N#CC[C@H](Cc1ccccc1)N1CCN(Cc2ccccc2)CCC1=O,-6,-1.5,102,-3.5,2,-4,-13,14,1
CN(c1ccc(C(=O)N2CCCCC2)cc1)S(=O)(=O)c1ccccc1,-17,-2.1,107,-2.2,6,-17,-18,-5,11
COc1cc(C(C[N+](=O)[O-])c2c(C)[nH]c3ccccc23)ccc1O (configuration not stated),3,-0.8,101,-2.5,2,-8,5,5,-17
c1ccc(CN2CCN(C(c3ccccc3)c3nnnn3Cc3ccccc3)CC2)cc1 (configuration not stated),10,-0.3,109,-1.9,2,-11,8,-7,-30
Cc1ccc(C)c(N/C(N)=N/c2nc(C)cc(C)n2)c1,22,1.7,104,-1.9,2,-3,3,-10,-1
COc1cc2cc(C(=O)N(C)Cc3ccccc3)[nH]c2cc1OC,35,-4.0,98,-4.5,-1,-7,-19,-7,-5
COC(=O)/C=C1\SC(=NC(=O)c2cccc(Cl)c2)NC1=O,10,-0.1,nt,-2.8,7,-3,-1,2,-26
COc1cccc(CSc2nnc(CSc3nc4nc(C)cc(C)n4n3)s2)c1,-7,-1.4,106,-2.1,-4,-26,-29,-3,-4
O=C(N/N=C/c1ccc(C(F)(F)F)cc1)c1ccc(O)cc1,11,-1.9,99,-2.4,3,4,-7,-1,-12
CCC(=O)C1CCCN(C(=O)c2ccc(OC)c(OC3CCN(C(C)=O)CC3)c2)C1 (configuration not stated),41,-0.7,100,-4.6,5,0,-28,6,7
CC(=O)Nc1cccc(Oc2ncnc3scc(-c4ccc(C)cc4)c23)c1,-9,0.2,99,-2.6,0,-8,-31,-14,-15
CN1c2ccccc2C(C)(C)C12CC(c1cccc(S(=O)(=O)N3CCCC3)c1)=NO2 (configuration not stated),2,-1.0,96,-1.8,2,-3,0,-5,6
CCOC(=O)C(C(=O)Nc1ccc(C)cc1)C1CCCCC1 (configuration not stated),12,-2.2,104,0.2,2,3,-14,-3,5
Cc1ccc(C(=O)Nc2ccccc2C(=O)N2CC3(C)CC2CC(C)(C)C3)cc1 (configuration not stated),12,-4.8,111,-5.1,6,-6,-12,-5,7
CCc1nnc(NC2=NCCC2)s1,-16,-0.8,102,-0.4,6,-6,-3,-3,19
N=c1c(C(=O)NCCN2CCOCC2)cc2c(=O)n3ccccc3nc2n1CCCN1CCOCC1,27,5.8,89,-1.0,10,-3,76*,12,9
COc1cccc(NC(=O)COc2ccc(N3CC(C(=O)NCC(C)C)CC3=O)cc2)c1 (configuration not stated),24,-2.3,105,-6.3,3,6,-27,-1,-10
CCC1(CC)C(=O)N(C)C(=O)NC1=NCc1ccccc1,10,-0.1,103,-0.8,8,-12,0,-11,-4
CC(=O)C1=C(c2ccccc2)NC(=O)NC1c1ccc(O)c(Cl)c1 (configuration not stated),10,-2.0,103,-1.6,5,-1,-4,11,7
Cc1cccc(NC(=O)CN2CCCN(S(=O)(=O)c3ccc(Br)s3)CC2)c1,31,-3.1,111,-0.5,2,-16,-14,-17,3
CN(CCOc1ccccc1)CC(O)COc1ccccc1 (configuration not stated),30,1.8,97,0.7,3,-4,8,-9,-8
Cc1ccccc1NS(=O)(=O)c1cc(C(=O)NCCC2=CCCCC2)ccc1C,20,-1.7,94,-2.7,0,-17,-23,-6,-11
COc1cccc2c1cc1c(=O)n(CC(=O)NCCCc3ccccc3)nc(C)n12,21,-2.7,98,-3.6,7,3,-5,3,26
O=c1[nH]c2ccccc2nc1Cc1ccc(Cl)cc1,30,0.9,99,-1.1,3,-2,-7,-12,17
Cc1csc2nc(SCC(=O)Nc3ccccc3F)[nH]c(=O)c12,-21,-0.7,103,-1.7,1,0,-22,3,3
O=C(c1ccc(Cl)c(S(=O)(=O)N2CCCCCC2)c1)N1CCN(CCO)CC1,12,-4.6,99,-2.6,-3,2,0,1,2
COc1ccc(CN2CCN(C(=O)c3ccc4nc(N5CCOCC5)sc4c3)CC2)c(OC)c1OC,-5,-0.1,105,-2.8,-2,9,-20,8,3
O=C1NN(c2ccccc2)C(=O)/C1=C/c1coc2ccccc2c1=O,-11,-1.5,90,-0.9,3,-5,-15,28,-3
CCOc1ccc(/C=N/NC(=O)c2ccc(Cn3cc(Br)cn3)o2)cc1,0,-1.0,99,-2.3,-1,-3,-5,4,4
COc1ccc(-c2cc(C(=O)N3CCN(c4ccccn4)CC3)c3ccccc3n2)cc1,18,-1.2,101,-3.5,7,-10,-9,-1,23
Cc1cc(N)n2ncc(-c3ccc(F)cc3)c2n1,11,-3.1,104,-1.4,5,4,8,-6,14
CCOc1ccc2nc(SCC(=O)c3ccc(C)s3)sc2c1,32,-4.6,111,-5.1,4,4,-7,11,-14
O=C(NCc1ccco1)C1(c2ccccc2)CCCC1,2,-3.0,97,-1.8,-2,-15,-1,-5,-9
O=C(COc1ccc2ccc(=O)oc2c1)Nc1c(Cl)cccc1C(F)(F)F,33,-1.6,102,-0.9,4,0,-16,2,10
FC(F)(F)c1cnc(COc2cc(Cl)cc(Cl)c2)c(Cl)c1,3,-0.8,92,-0.9,9,8,-2,10,-13
CCCn1c(=O)[nH]c(=O)c2c1nc(-c1ccc(OC(F)F)c(OC)c1)n2CCOC,14,-4.3,93,-5.1,3,-12,-20,1,22

# Printed as active in NS3 helicase inh (from the list above):
SMILES	PHOSPHO1 block	VIM-2 inh	MEKK3 PB1 HTS	IMP-1 inh	IDE act	p-CIP stab down	NS3 helicase inh	SUMO HTRF inh
Cc1cc(O)c(C(=O)/C=C/c2ccccc2Br)c(=O)o1	30	-0.9	105	-2.1	2	-9	48*	10

# (more compounds)
canonical_smiles,PHOSPHO1 block,VIM-2 inh,MEKK3 PB1 HTS,IMP-1 inh,IDE act,p-CIP stab down,DNA FID counter,NS3 helicase inh,SUMO HTRF inh
COc1cc(/C=N/N2CCN(c3ccccc3)CC2)cc(OC)c1OC(C)=O,29,-0.3,94,-0.9,1,-2,-35,-4,-2
Cc1cccn2c(=O)c(C=NCCO)c(NCc3ccco3)nc12,-6,-2.1,120,0.0,4,-10,-2,3,19
c1cncc(-c2noc(C34CC5CC(CC(C5)C3)C4)n2)c1,38,-0.6,108,-4.3,3,4,-6,4,-19
CCCCC(=O)Nc1cc(C)c(NC(=O)c2ccco2)cn1,-6,0.5,96,0.5,3,-2,-10,0,7
COc1ccc(/C=C/C(=O)OC2CCCN(C)C2)cc1 (configuration not stated),-17,-1.3,102,-2.5,6,-3,10,-6,11
Cc1ccccc1C(=O)c1cccn1CC(=O)O,14,38*,111,-2.8,7,1,0,8,-8
OCCC1CN(Cc2ccncc2)CCN1C1CCCC1 (configuration not stated),15,-0.6,109,-0.5,2,10,-1,5,-14
CCOC(=O)c1[nH]c2ccc(OC)cc2c1NC(=O)CN1CCN(c2ccccn2)CC1,-10,-4.7,nt,-4.3,nt,4,-1,-2,0
Cn1nc([N+](=O)[O-])nc1Oc1ccc(C(C)(C)C)cc1,-5,-0.1,105,0.2,-3,7,1,-3,-6
Cc1ccc(S(=O)(=O)N2CCC(=O)N(CCOCc3cccc(C(F)(F)F)c3)CC2)cc1,1,-1.7,90,-1.9,2,-2,-28,-7,2
CC(C)(C)c1ccc(-c2nc(NCc3cccnc3)c3ccccc3n2)cc1,-10,-1.7,125,-5.2,-4,15,4,-26,-26
COC(=O)c1c(NC(=O)c2ccc(S(=O)(=O)N3CCOCC3)cc2)sc2c1CCN(C(C)C)C2,7,60*,99,-2.0,4,-8,11,-20,nt
Cc1ccc(C(=O)C(C)N(C(=O)c2ccc(Cl)cc2Cl)N2C(=O)CCCC2=O)cc1 (configuration not stated),-9,1.9,?,-0.9,2,10,-5,17,-8
Brc1ccc(-c2csc(NC3=NCCCCC3)n2)cc1,2,-2.0,84,-2.6,-3,11,5,-29,-25
CCCCC(=O)Nc1ccc(NC(=O)c2cccs2)cn1,nt,-1.5,105,-1.2,3,nt,-6,-4,nt
CCc1ccc(NC(=O)CCc2nnc3ccc(N4CCC5(CC4)OCCO5)nn23)cc1,24,-1.9,98,-2.2,2,4,-50,-7,6
COC(=O)c1sc(NC(=O)COc2c(C)cccc2C)nc1C,50,0.9,99,-4.2,3,-3,-12,3,6
CC(=O)c1cnc2cc(-c3cccc(Br)c3)nn2c1C,15,1.8,92,0.1,1,17,-9,2,7
Cc1cc(Cl)ccc1N(CC(=O)NCc1ccc2c(c1)OCO2)S(C)(=O)=O,37,-5.0,111,-0.4,nt,-3,-11,-3,4
CSC(=NCc1ccco1)NC#N,-36,-3.7,102,-3.7,11,0,-5,-3,5
CCOc1cc(-c2nc(C)c(C(C)=O)n2O)ccc1OCC(=O)Nc1cccc(C)c1,28,0.6,116,-2.4,0,15,-18,3,-6
COc1ccc(N/C(=C(/C(Cl)=C(Cl)Cl)[N+](=O)[O-])n2nnc3ccccc32)cc1OC,29,2.0,95,-3.4,nt,-10,6,10,25
Cc1c(C(=O)N/N=C/c2ccccc2)sc(=S)n1C,48,-0.1,103,0.9,-7,-2,4,-6,-4
Nc1[nH]ncc1-c1ccc(F)cc1,-10,-2.5,103,-2.6,8,8,-12,4,-11
COc1cnc(SCc2c(Cl)cccc2Cl)nc1Cl,19,-1.0,109,-2.6,-7,-4,-2,4,-12
S=C(NCc1ccco1)N1CCN(c2ccccn2)CC1,18,-1.3,104,-1.8,3,-14,-3,-4,28
C=CCOc1c(Br)cc(/C=C2\SC(=Nc3ccccc3)NC2=O)cc1OC,19,-2.8,99,-3.3,-5,-2,-12,2,nt
O=C(Nc1cc(Sc2ccccn2)cc([N+](=O)[O-])c1)c1cccc(F)c1,-22,-1.1,92,-0.2,-1,-1,11,-7,-6
COc1ccc(C(C)=O)cc1COC(=O)c1ccc(N)c([N+](=O)[O-])c1,24,3.0,73,0.2,-6,16,3,-11,21
COC(=O)CC1C(=O)NC2CCCCC2N1C(=O)c1ccccc1 (configuration not stated),2,-1.4,101,1.8,-1,-26,-4,-4,10
Fc1ccc(C2=Nn3c(Cc4ccccc4)nnc3SC2)cc1,30,-1.5,97,-3.2,-1,3,-29,0,32

# Screening results deposited in PubChem by several laboratories.
